# Screens deposited in PubChem by National Center for Advancing Translational Sciences (NCATS).
# Pf growth 48h: Primary qHTS for delayed death inhibitors of the malarial parasite plastid, 48 hour incubation | P. falciparum luciferase growth in erythrocytes, 48 h | Potency, µM (doses to about 28.7 µM), without a hit: at the top dose activity change, negative = inhibition, actives largely listed as inhibitors | hit rate 5.9% among 310,000 | AID 504832, 2011; also: potency is read from the fitted curve at half-maximal effect; % is scaled to controls: 0 for no effect and ±100 for the full control effect
#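 Cell-based growth assay: transgenic P. falciparum expressing firefly luciferase, cultured in red cells within RPMI 1640 containing 0.5% w/v Albumax, 24 mM bicarbonate and gentamycin. A drop in luciferase activity indicates inhibition.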
# Shiga toxin inh: A qHTS for Small Molecule Inhibitors of Shiga Toxin; Vero cells, Shiga toxin protein synthesis inhibition reporter; inhibition, % at 38.7 µM; hit rate 9.2% among 290,000; in the data active = inhibition mostly above about 28%, no sharp cut-off; inactive = mostly below about 43%; also: 0% is about no effect
# FBPA Giardia inh: qHTS Assay for Inhibitors of Fructose-1,6-bisphosphate Aldolase from Giardia Lamblia; purified Giardia FBPA; Potency, µM (top dose mostly 59.6 µM), without a hit: at the highest dose activity, negative = inhibition, actives largely listed as inhibitors; AID 2451, 2010; A8B2U2; hit rate 0.71% among 290,000; also: potency is read from the fitted curve at half-maximal effect; % is scaled to controls: 0 for no effect and ±100 for the full control effect; nearly all actives have a fitted effect of over 55% in size
# Target sequence (A8B2U2 whole entry, looked up): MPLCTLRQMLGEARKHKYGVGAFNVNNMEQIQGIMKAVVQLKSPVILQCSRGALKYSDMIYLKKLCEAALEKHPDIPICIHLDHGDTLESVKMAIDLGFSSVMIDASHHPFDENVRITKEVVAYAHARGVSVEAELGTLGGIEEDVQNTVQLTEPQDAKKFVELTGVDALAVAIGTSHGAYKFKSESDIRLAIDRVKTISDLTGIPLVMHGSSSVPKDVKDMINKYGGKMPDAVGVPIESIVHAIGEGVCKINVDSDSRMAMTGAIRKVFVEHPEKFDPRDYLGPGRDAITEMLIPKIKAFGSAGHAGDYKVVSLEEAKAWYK
#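 40 nM FBPA preincubated 10 min at RT with compound (up to 57.5 uM final), then substrate plus GAPDH/TPI/NAD/arsenate coupling and diaphorase/resazurin added. Fluorescence read after 20 min at RT, 525/598 nm.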
# Pf growth 96h: Primary qHTS for delayed death inhibitors of the malarial parasite plastid, 96 hour incubation | Potency, µM (highest dose often 28.7 µM), for the others: top-dose activity change, negative = inhibition, usual class: inhibitors | hit rate 6.9% among 320,000 | P. falciparum luciferase reporter growth, 96 h; also: potency is read from the fitted curve at half-maximal effect; % is scaled to controls: 0 for no effect and ±100 for the full control effect
#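 Infected RBCs, 2% Hct / 0.05% parasitemia final; luciferase-reporter P. falciparum; cpd 96 h, 37 C, 5% CO2; luciferase detection reagent; luminescence.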
# Cycloheximide cs: Cycloheximide Counterscreen for Small Molecule Inhibitors of Shiga Toxin | cell reporter, cycloheximide protein synthesis inhibition counterscreen | max response, % | hit rate 12% among 300,000; in the data active = max response mostly above about 13%, no sharp cut-off; inactive = mostly below about 14%; also: read at 38.3 µM for the half of the compounds with a filed dose; 0% is about no effect
# Sm TGR block: qHTS Assay for the Inhibitors of Schistosoma Mansoni Peroxiredoxins; Potency, µM (top dose mostly 114 µM), inactives show at the top dose activity change, negative = inhibition, most hits filed as inhibitors; purified TGR, DTNB reduction, TNB absorbance 405 nm; Schistosoma mansoni thioredoxin glutathione reductase (TGR), Q962Y6; hit rate 3% among 360,000; AID 485364, 2010; also: potency is read from the fitted curve at half-maximal effect; % is scaled to controls: 0 for no effect and ±100 for the full control effect; nearly all actives have a fitted effect of over 60% in size
#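 Kinetic colorimetric format: TGR-catalysed, NADPH-driven DTNB reduction monitored via TNB absorbance. Enzyme dispensed at 20 nM; compound exposure 15 min at room temperature before reaction start.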
# * = called active by the depositor; i = inactive; ? = inconclusive; / = no result given; & = joins results of further samples; [ ] = remark or other dose. Unless noted, calls follow the shape of the dose curve; as a rule, active = well fitted curve in the direction sought with a large enough effect; inconclusive = small, poorly fitted or top-dose-only effect, or another doubt; inactive = no such curve, though single readings can be large; an effect the other way counts as inactive or inconclusive.
# Start of the listing, in advance (5 entries):
SMILES,Pf growth 48h,Shiga toxin inh,FBPA Giardia inh,Pf growth 96h,Cycloheximide cs,Sm TGR block
Cc1ccc(N2CCN(CC(O)COc3ccc([N+](=O)[O-])cc3)CC2)cc1 (configuration not stated),15%,-6,2%,-12%,-6,0%
Cc1ccnc(N2C3CCC2CC(O)(c2ccccc2)C3)n1 (configuration not stated),0%,18,6%,4%,-7,0%
Cc1ccc(NC(=O)C2C3CCCC2C3c2ccccc2)cc1 (configuration not stated),14%,-11,7%,13%,-3,-16%
O=C1NC(c2ccc(Br)cc2)Nc2sc3c(c21)CCC3 (configuration not stated),5%,23,?,19%,15,21%
CCN(CC)C(=O)CSc1nc2ccc(NC(=O)CSc3nnc(COc4ccccc4C)n3C)cc2s1,?,-3,0%,9.3µM*,0,-27%

# The whole of this part, from the start:
SMILES,Pf growth 48h,Shiga toxin inh,FBPA Giardia inh,Pf growth 96h,Cycloheximide cs,Sm TGR block
Cc1ccc(N2CCN(CC(O)COc3ccc([N+](=O)[O-])cc3)CC2)cc1 (configuration not stated),15%,-6,2%,-12%,-6,0%
Cc1ccnc(N2C3CCC2CC(O)(c2ccccc2)C3)n1 (configuration not stated),0%,18,6%,4%,-7,0%
Cc1ccc(NC(=O)C2C3CCCC2C3c2ccccc2)cc1 (configuration not stated),14%,-11,7%,13%,-3,-16%
O=C1NC(c2ccc(Br)cc2)Nc2sc3c(c21)CCC3 (configuration not stated),5%,23,?,19%,15,21%
CCN(CC)C(=O)CSc1nc2ccc(NC(=O)CSc3nnc(COc4ccccc4C)n3C)cc2s1,?,-3,0%,9.3µM*,0,-27%
O=C(O)C1CCC(c2ccc(-c3ccccc3)cc2)CC1 (configuration not stated),59%[activator],116*,6%,-7%,73*,-19%
Cc1ccc(S(=O)(=O)N(CC(=O)N2CCC(C(N)=O)CC2)c2cccc(C(F)(F)F)c2)cc1,-16%,-4,-2%,0%,6,-2%
COC(=O)C1=C(C)N(C)C(=S)NC1c1ccc(OC)cc1OC (configuration not stated),-11%,10,4%,9%,2,1%
Nc1ccc(-c2ccc(N)cc2C(F)(F)F)c(C(F)(F)F)c1,?,-4,-4%,/,-5,-2%
Cc1oc(-c2ccccc2F)nc1CS(=O)CC(=O)NCCN1CCCCC1C (configuration not stated),-21%,-8,/,?,-6,4%
CCOC(=O)C1=C(COC(=O)c2ccc(C)s2)NC(=O)NC1C (configuration not stated),7%,/,/,27%,/,-5%
Cc1cc2c(c(C)nn2-c2ccccc2)c(=O)o1,23%,-8,1%,30%[activator],-4,?
CCOc1ccc(CN(C)C(=O)CNC(=O)c2sc3ccccc3c2Cl)cc1,-16%,/,/,-19%,/,-12%
CCOC(=O)CCNC(=O)CCNC(=O)C(c1ccccc1)c1ccccc1,6%,23,1%,4%,5,2%
Cc1ncsc1C(=O)N1CCCC(CNS(=O)(=O)c2cccs2)C1 (configuration not stated),-1%,8,2%,17%,-3,4%
CC(Oc1ccc(Cl)cc1)c1ccnn1S(=O)(=O)c1ccc(Cl)cc1 (configuration not stated),?,22,-5%,5%,0,-7%
COc1ccc(NC(=O)COC(=O)CNS(=O)(=O)c2ccc(C)cc2)c(OC)c1,9%,-9,0%,50%[activator],2,2%
COc1ccc(N2CCN(C(=O)CCC(=O)c3cc(C)sc3C)CC2)cc1,-13%,-16,-9%,?,7,?
COCCNC(=O)CC(=O)N/N=C/c1ccc(C(=O)OC)cc1,27%,-13,-2%,?,0,17%
C/C(Cl)=C\Cn1c(Nc2ccccc2)nc2c1c(=O)n(C)c(=O)n2C,-7%,21,-4%,?,-3,0%
Cc1cccc(Cl)c1NNC(=O)Nc1c([N+](=O)[O-])c(C)nn1C,13%,14,7%,27%,1,-1%
O=C(N/N=C/c1cccnc1)c1ccc(F)cc1,42%[activator],38,-2%,12%,11*,-7%
Cc1cc(Cl)ccc1N(CC(=O)NCCSCc1ccco1)S(C)(=O)=O,3%,20,-1%,12%,9,18µM*
CC1(c2nnc(-c3cccc(Cl)c3)o2)CC(c2ccc(OC(F)(F)F)cc2)=NO1 (configuration not stated),67%[activator],-3,1%,140%[activator],-1,-26%
CCOc1cc(NC(=O)C2CC2)c(OCC)cc1NC(=O)c1cccnc1,-5%,-6,-24%,?,4,-10%
CCOc1ccc(NC(=O)CSc2nc(-c3cccs3)cc(C(F)(F)F)n2)c([N+](=O)[O-])c1,6%,-1,10%,-5%,-2,2%
CCn1cc(C(=O)NC(C)C2CC3CCC2C3)cn1 (configuration not stated),-1%,17,1%,-15%,1,3%
N/C(=N\OS(=O)(=O)c1cccc([N+](=O)[O-])c1)c1ccncc1,26%,-12,11%,21%,-4,-4%
C/C(=C\COc1cc(=O)[nH]c2ccccc12)CCC(O)C(C)(C)O (configuration not stated),2%,-19,0%&0%&1%,3%,-3,-11%
Cc1ccc(S(=O)(=O)N2CCN(S(=O)(=O)c3cccs3)CC2)cc1,18%,56*,/,2%,33*,5%
CC(=O)Nc1c(C#N)c(C(C)(C)C)cn1C,1%,-3,-5%,/,7,11%
CCN(CC)S(=O)(=O)c1cccc(NC(=O)/C=C/c2ccc([N+](=O)[O-])cc2)c1,-1%,-22,-2%,?,-2,-11%
Cc1ccc(NCc2nnc(SCC#N)o2)c(C)c1,-25%,20,4%,?,-2,3%
C=CCSc1ncc(-c2ccccc2)cn1,?,63*,-4%,134%[activator],35*,3%
Clc1ccccc1CSc1nc2ccncc2[nH]1,/,66,-11%,?,21*,4%
S=C(Nc1ccccc1Cl)NC1CCN(Cc2ccccc2)CC1,1%,-11,2%,?,1,-13%
Cc1nc2sccn2c(=O)c1S(=O)(=O)NCCc1ccc(Cl)cc1,-12%,5,/,?,11,-8%
Cn1cnc2c1c(=O)n(Cc1ccccc1C#N)c(=O)n2C,-8%,-9,5%,?,8,-9%
CCCn1c(CN2CCN(C(=O)OCC)CC2)nc2cc(NC(=O)C(C)C)ccc21,?,2,-2%,0%,6,6%
COc1ccc(-c2cc(-c3c(O)c(OC)c4occc4c3OC)[nH]n2)cc1,/,79*,-5%,/,21*,-30%
COc1ccccc1N1CCN(C(=O)C(=O)N/N=C/c2ccccc2F)CC1,12%,9,-17%,-16%,-1,1%
O=C(N/N=C/c1ccc(O)cc1O)c1ccc(NC(=O)C2CCCCC2)cc1,?,-4,/,?,-4,-34%
CC(=O)Oc1ccc(C(=O)Nc2ccccc2C(=O)Nc2ccc(C(=O)O)cc2)cc1,-4%,/,3%,-14%,-3,2%
CCOC(=O)Cc1csc(SCC(=O)Nc2sc3c(c2C(N)=O)CCC3)n1,9%,13,-7%,?,-2,?
CCOC(=O)CNC(=O)COc1ccc(Cl)cc1Br,5%,-9,0%,10µM*,-3,-12%
COC(=O)C1=C(c2ccc(F)cc2OCc2ccccc2)C[C@@H]2CC[C@H]1N2C(=O)NCCO,?,/,/,?,/,-26%
CN(C(=O)c1cccc(C(F)(F)F)c1)C1CCCc2ccccc21 (configuration not stated),-10%,-1,3%,-22%,12,-1%
COc1cc([N+](=O)[O-])ccc1NC(=O)CSc1n[nH]c(C(C)C)n1,?,-13,0%,?,-2,21%
Cc1ccoc1C(=O)Nc1cccc2ccccc12,0%,24,14%,43%[activator],31*,5%
CC1S/C(=N/N=C/c2ccco2)N(Cc2ccc(F)cc2)C1=O (configuration not stated),-2%,57*,-5%,15%,30*,32µM*
# The list continues:
SMILES,Pf growth 48h,Shiga toxin inh,FBPA Giardia inh,Pf growth 96h,Cycloheximide cs,Sm TGR block
COc1ccccc1NC(=O)c1nnn(CC(=O)Nc2cc(C)cc(C)c2)c1N,8%,-1,/,-11%,1,3%
Cc1nc2cc(Cl)c(Cl)cc2n1-c1ccccn1,-24%,/,/,88%[activator],/,-8%
COc1ccc(N2C(=O)C(Cl)=C(Nc3c(C)n(C)n(-c4ccccc4)c3=O)C2=O)cc1,?,13,-1%,54%[activator],-2,0.89µM*
O=C(CSc1c[nH]c2ccccc12)N1CCCc2ccccc21,-29%,-2,-12%,-6%,-2,9%
Nc1nc(-c2ccco2)nn1C(=O)c1cccnc1,?,-8,-29%,16%,-3,-21%
COc1ccccc1C(=O)NCCC(=O)Nc1cccc(C)n1,20%,13,/,41%[activator],22*,-1%
Cc1ccc(C(=O)N/C(=C\c2ccc(-c3ccc([N+](=O)[O-])cc3)o2)C(=O)NC2CCS(=O)(=O)C2)cc1 (configuration not stated),-22%,-8,2%,?,-5,-1%
CCC(C)[C@H](NC(=O)NC1CCCc2ccccc21)C(=O)O (some centres not stated),-16%,21,-2%,-9%,-5,-16%
Cc1cccc(NC(=O)CC2C(=O)NCCN2C(=O)Nc2ccc(Cl)cc2)c1 (configuration not stated),-9%,21,/,?,10,-22%
CCCCNC(=O)C1CC(c2ccc(C(F)(F)F)cc2)=NO1 (configuration not stated),40%[activator],7,9%,57%[activator],-2,8%
COc1ccc(CNCCSc2nnnn2C)cc1OC,-1%,8,-22%,/,3,-22%
Cc1ccc(S(=O)(=O)CCC(=O)OCC(=O)N2CC(=O)Nc3ccccc32)cc1,-19%,37,2%,-9%,1,-29%
COc1ccc(C(=O)c2ccccc2)c(OCC(=O)N(C)C)c1,10%,-16,0%,81%[activator],-1,5%
CC(=O)c1csc(COc2cc(Cl)cc(Cl)c2)n1,12%,19,3%,29%,2,-14%
CCC(=O)c1c[nH]c(C(=O)NCc2ccco2)c1,20%,-10,2%,12%,1,-16%
Cc1ccc(Cl)cc1NC(=O)Cn1cccc1,5%,-8,2%,18%,-3,-19%
COC(=O)c1ccc(CSc2cc(C)c3cccc(C)c3n2)o1,i,17,-2%,?,15,3%
CCC(C)NC(=O)CSc1ncccc1C(=O)O (configuration not stated),-8%,-6,9%,/,-2,-14%
O=C(c1ccccc1)N1CCN(S(=O)(=O)N2CCOCC2)CC1,15%,-1,3%,21%,-2,1%
Cc1cc(=O)oc2cc(OCC(=O)NCCc3nc4ccccc4[nH]3)ccc12,/,18,-14%,?,11,2%

# Copied from the list.
# For Shiga toxin inh, O=C(c1ccccc1)N1CCN(S(=O)(=O)N2CCOCC2)CC1 is entered as -1
# For FBPA Giardia inh, Cc1cc(=O)oc2cc(OCC(=O)NCCc3nc4ccccc4[nH]3)ccc12 is entered as -14%

# Additional structures follow.
SMILES,Pf growth 48h,Shiga toxin inh,FBPA Giardia inh,Pf growth 96h,Cycloheximide cs,Sm TGR block
Cc1ccc(-c2nn(CCC#N)cc2C=C(C#N)C#N)cc1,4%,-1,?,-3%,10,8.9µM*
COc1ccc(Nc2ccc(N3C(=O)CC(C)C3=O)cc2[N+](=O)[O-])cc1OC (configuration not stated),2%,-12,-15%,-25%,7,-17%
CCOc1ccc(S(=O)(=O)N(CC(=O)Nc2cc(C)on2)Cc2ccccc2Cl)cc1,-13%,-16,-5%,/,-3,11%
CCOC(=O)CSc1nc(C2CC2)cc(-c2ccc(Cl)cc2)c1C#N,10µM*,14,1%,-27%,-5,3%
CC(C)CC(COCc1cccc(Cl)c1)N1CCN(C(=O)c2ccc(C(F)(F)F)cc2)CCC1=O (configuration not stated),13µM*,35,-5%,7.4µM*,-4,-16%
CN(C)S(=O)(=O)c1ccc(N2CCOCC2)nc1,9%,-7,-2%,?,-1,-5%
CCCC(=O)Nc1ccccc1-c1nnn(CC(=O)Nc2ccc(OCC)cc2)n1,?,12,-2%,4%,3,-4%

# In the list so far, 2 contain bromine.
SMILES,Pf growth 48h,Shiga toxin inh,FBPA Giardia inh,Pf growth 96h,Cycloheximide cs,Sm TGR block
O=C1NC(c2ccc(Br)cc2)Nc2sc3c(c21)CCC3 (configuration not stated),5%,23,?,19%,15,21%
CCOC(=O)CNC(=O)COc1ccc(Cl)cc1Br,5%,-9,0%,10µM*,-3,-12%
